TR SRC2 fluor cs – counter-screen for TRb-SRC2 inhibitors: fluorescence interference; TRb/SRC2 Texas Red total fluorescence interference; Potency, µM (series often up to 106 µM), for inactives: at the top dose fluorescence change, negative = quenching; 280,000 tested, 0.29% active; active = well fitted curve in either direction with a large enough effect; inconclusive = small, poorly fitted or top-dose-only effect
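Flags fluorescent or light-absorbing compounds by total fluorescence, S + 2P, at 555 nm excitation and 632 nm emission. Mixture: 20 nM Texas Red SRC2 peptide, 0.6 uM human TRb LBD, 1 uM T3, 5% DMSO; compound exposure 5 h at ambient temperature.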
GAA spleen mod – lysosomal alpha-glucosidase (human) modulation; P10253; AID 2112; 240,000 tested, 0.006% active; Potency, µM (titrated, usually from 79.9 µM), without a hit: at the highest dose activity change, negative = inhibition, actives largely listed as inhibitors; human spleen homogenate, 4-MU-alpha-glucoside fluorescence;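 also: 0% = enzyme with vehicle and -100% = no enzyme basal signal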
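Enzyme source: human spleen homogenate, 1 ug/well. Buffer 50 mM citric acid/K phosphate pH 5.0, 0.01% Tween-20. 4-MU-alpha-glucoside 1 mM; 37 C x 40 min; NaOH/glycine stop; fluorescence.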
RECQ1 helicase – inhibitors of human RECQ1 DNA helicase; 240,000 tested, 0.54% active; Potency, µM (doses to about 57.3 µM), inactives show top-dose activity, negative = inhibition, usual class: inhibitors; RECQ1 DNA unwinding, red fluorescence kinetic read;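 also: plate controls were vehicle for no effect and no enzyme for full effect; nearly all actives have a fitted effect of over 30% in size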
Target sequence (P46063 whole entry, looked up): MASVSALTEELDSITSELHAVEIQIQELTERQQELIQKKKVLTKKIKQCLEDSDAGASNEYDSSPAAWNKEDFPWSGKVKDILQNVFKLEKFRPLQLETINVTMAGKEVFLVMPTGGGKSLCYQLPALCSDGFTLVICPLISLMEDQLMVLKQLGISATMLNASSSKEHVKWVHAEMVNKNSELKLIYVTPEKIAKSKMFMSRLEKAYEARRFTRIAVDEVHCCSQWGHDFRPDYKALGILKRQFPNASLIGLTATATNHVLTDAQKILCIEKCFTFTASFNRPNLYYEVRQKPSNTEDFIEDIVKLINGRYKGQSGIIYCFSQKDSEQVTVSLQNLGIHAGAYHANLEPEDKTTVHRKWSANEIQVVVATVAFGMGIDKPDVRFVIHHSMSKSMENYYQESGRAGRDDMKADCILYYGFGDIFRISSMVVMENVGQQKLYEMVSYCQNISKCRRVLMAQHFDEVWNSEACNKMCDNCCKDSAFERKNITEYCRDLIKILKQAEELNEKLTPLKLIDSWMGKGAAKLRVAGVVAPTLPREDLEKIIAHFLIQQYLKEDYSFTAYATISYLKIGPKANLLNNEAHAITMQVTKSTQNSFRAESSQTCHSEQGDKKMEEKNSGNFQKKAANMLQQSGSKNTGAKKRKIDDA
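RECQ1T1 50 nM; forked duplex (20 bp + 30-nt ss tails) 200 nM, ATP 2 mM final; pH 8.0, 2 mM MgCl2, 2.5 ug/ml poly(dI-dC); 15 min compound preincubation; discontinuous kinetic read over 2 h at RT.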
L3MBTL1 inh – blocks human L3MBTL1 | Potency, µM (doses to about 57.1 µM), inactives show top-dose activity, negative = inhibition, hits mostly inhibitors | 230,000 tested, 0.66% active | AlphaScreen L3MBTL1–H3K9me1 peptide binding | AID 485360 | Q9Y468; also: nearly all actives have a fitted effect of over 60% in size
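First, the protein-peptide complex forms for 30 min at room temperature (L3MBTL1 50 nM, biotinylated H3K9me1 peptide 75 nM). Next, compounds are pin-transferred and incubated 30 min. Finally, AlphaScreen beads are added and read after 30 min.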
GAA glycogen mod – GAA glycogen-cleavage inhibition or activation | P10253 | recombinant GAA, glycogen substrate, Amplex Red glucose oxidase fluorescence | 300,000 tested, 0.38% active | Potency, µM (titrated, usually from 76.4 µM), without a hit: at the top dose activity change, negative = inhibition, most hits filed as inhibitors | AID 2100;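 also: 0% = full enzyme reaction and -100% = no-enzyme basal signal; the screen sought inhibitors and activators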
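Recombinant enzyme (4 nM final) with compounds titrated up to 77 uM and bovine liver glycogen (30 ug) in citrate pH 5.0, 0.01% Tween-20, 37 C 40 min. Released glucose detected by Amplex Red/glucose oxidase (Ex 573/Em 610); AC50 from Hill fits.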
GAA inh – blocks human lysosomal alpha-glucosidase; 200,000 tested, 0.005% active; AID 1466; P10253; Potency, µM (series often up to 76.9 µM), for inactives: top-dose activity change, negative = inhibition, hits mostly inhibitors; purified human GAA, 4-MU-alpha-glucoside fluorescence;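 also: plate controls were uninhibited enzyme wells for no effect and no-enzyme background for full effect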
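AC50 values come from Hill fits of compound titrations (up to 77 uM) against 4 nM human enzyme. Substrate 4-methylumbelliferyl-alpha-D-pyranoside at 400 uM, pH 5.0 citrate buffer, 20 min room temperature; fluorescence Ex 365/Em 440 after alkaline stop.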
GoLoco inh red – inhibitors of human Gai1-RGS12 GoLoco interaction (red fluorophore); P63096; Gai1:RGS12 GoLoco peptide FP, rhodamine, 10 min; Potency, µM (highest dose often 61.6 µM), without a hit: at the highest dose activity, negative = inhibition, actives largely listed as inhibitors; 230,000 tested, 0.44% active; AID 880; active = well fitted inhibition curve with a large enough effect, not every such curve was filed as active; inactive = no such curve, though single readings can be large or run the other way; also: nearly all actives have a fitted effect of over 30% in size; many of its hits are not listed in these tables
TRb SRC2 PPI – inhibitors of human thyroid hormone receptor beta-SRC2 interaction | AID 1469 | TRbeta-SRC2 peptide binding, fluorescence polarization; receptor liganded with 1 µM T3 | 280,000 tested, 0.065% active | P10828 | Potency, µM (doses to about 106 µM), without a hit: top-dose activity change, negative = inhibition, actives largely listed as inhibitors;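 also: plate controls were bound peptide for no effect and peptide without receptor for full effect; nearly all actives have a fitted effect of over 50% in size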
Target sequence (P10828 whole entry, looked up): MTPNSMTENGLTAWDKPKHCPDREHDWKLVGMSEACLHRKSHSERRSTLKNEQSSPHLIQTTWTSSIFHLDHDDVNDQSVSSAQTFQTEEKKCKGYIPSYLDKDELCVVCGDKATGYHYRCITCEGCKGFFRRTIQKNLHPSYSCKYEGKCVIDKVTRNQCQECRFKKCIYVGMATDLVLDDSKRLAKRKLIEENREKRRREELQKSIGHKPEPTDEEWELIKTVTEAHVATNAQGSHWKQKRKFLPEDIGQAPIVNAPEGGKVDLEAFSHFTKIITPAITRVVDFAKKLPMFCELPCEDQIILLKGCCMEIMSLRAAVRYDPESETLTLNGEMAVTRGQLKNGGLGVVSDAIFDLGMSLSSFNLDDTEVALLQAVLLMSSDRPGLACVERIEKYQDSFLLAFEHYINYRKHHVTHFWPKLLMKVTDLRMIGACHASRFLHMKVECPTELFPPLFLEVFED
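Quantitative HTS by FP: 0.6 uM TRb LBD, 20 nM labeled SRC2 20-mer, 1 uM T3, 5% DMSO; 5 hr ambient incubation; % activity per concentration and potencies from concentration series.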
* marks the source's active call; other numbers are inactive results; i = inactive; ? = inconclusive; nt = not tested or not shown; & = joins results of further samples; [ ] = dose if it differs, or a comment. Unless noted, calls follow the shape of the dose curve; as a rule, active = well fitted curve in the direction sought with a large enough effect; inconclusive = small, poorly fitted or top-dose-only effect, or another doubt; inactive = no such curve, though single readings can be large; an effect the other way counts as inactive or inconclusive. Unless noted, % is scaled to controls: 0 for no effect and ±100 for the full control effect; potency is read from the fitted curve at half-maximal effect. Only part of the results is shown (hit frequency here may not be typical).

Below each compound: L3MBTL1 inh	RECQ1 helicase	GAA inh	GoLoco inh red	GAA spleen mod	GAA glycogen mod	TRb SRC2 PPI	TR SRC2 fluor cs
1) Cc1ccc2c(n1)sc1c(-c3ccc(Br)cc3)c(C#N)c(N)nc12
    8%	-9%	0%	12%	0%	1%	-9%	-1%
2) O=C(NCC12CC3CC(CC(C3)C1)C2)c1nc2ncccn2n1
    -1%	2%	14%	nt	-1%	4%	-5%	0%
3) O=C(CSc1nc2ccccc2s1)NC1CCCC1
    nt	-16%	nt	-11%	1%	6%	-3%	1%
4) CCCCOc1ccc(C(C)NC(=O)CCS(=O)(=O)Cc2ccccc2F)cc1 (stereo not drawn)
    7%	-5%	-1%	7%	0%	14%	3%	-1%
5) CCc1c(C)sc(NC(=S)NC(C)C2CCCO2)c1C(=O)OC (stereo not drawn)
    -7%[11.4 µM]	-8%	?	1%	-2%	-20%	2%	-4%
6) Cc1ccc(NC(=O)Nc2cccnc2)cc1NC(=O)Nc1cccnc1
    3%	-2%	-17%	11%	1%	-6%	7%	-5%
7) COc1ccc(N=Cc2c(O)n(-c3cccc(C)n3)c(=O)c3ccccc23)cc1
    -7%	-19%	-9%	1%	-8%	-14%	-2%	-13%
8) COCCNC(=O)Cn1c(=O)n(CCCCCC(=O)Nc2ccccc2)c(=O)c2sccc21
    -6%	2%	2%	-16%	-6%	-7%[76.3 µM]	-9%&8%	-2%&2%
9) O=C(NCc1ccccc1)C1CCCN(S(=O)(=O)c2cccs2)C1 (stereo not drawn)
    nt	-7%	-1%	10%	0%	4%	1%	-3%
10) COc1ccccc1C/C(N)=N/OC(=O)c1ccc2c(c1)OCO2
    ?	-2%	2%	0%	0%	4%	-9%	4%
11) Cc1ccc(C)c(OCCCC(=O)Nc2nccs2)c1
    nt	-4%	3%	-7%	-5%	0%	-6%	0%
12) COCCn1nnnc1C(c1cccs1)N1CCN(c2cc(C)ccc2C)CC1 (stereo not drawn)
    nt	-5%	-5%	5%	-7%	-8%	-7%	-2%
13) CCOC(=O)N1CCN(C(=O)CS(=O)Cc2nc(-c3ccc(C)cc3)oc2C)CC1 (stereo not drawn)
    nt	-5%	-17%	6%	-11%	-6%	-5%	-4%
14) O=S(=O)(c1ccc(Oc2ccc(-c3nnco3)cc2)nc1)N1CCC(Cc2ccccc2)CC1
    -2%[11.4 µM]	i	3%	-6%	0%	0%	1%	-3%
15) CC(C)CN(CC(C)C)S(=O)(=O)N1CCC(C(=O)NC2CCCCCCC2)CC1
    nt	i	0%	5%	-2%	0%	8%	1%
16) COc1ccccc1N1CCN(CC(O)COCCOc2ccc(Br)cc2)CC1 (stereo not drawn)
    5%	1%	-1%	2%	-7%	3%	0%	-6%
17) COc1ccc(S(=O)(=O)N2CCCCC2)cc1NC(=O)c1cc(C)on1
    6%	i	-8%	8%	3%	3%	-3%	-2%
18) CCCCCNCc1cccn1C
    nt	i	3%	13%	3%	-7%	0%	0%
19) COC(=O)c1sccc1NC(=O)c1c(C)noc1C
    21%	2%	0%	0%	5%	2%	8%	0%
20) O=C(CN1CCCCCC1)Nc1ccc(Oc2ccccc2)cc1
    nt	i	-8%	5%	-4%	4%	-1%	-3%
21) CCc1ccc(C2CC(=O)Nc3c2c(=O)nc2c(C)cccn32)cc1 (stereo not drawn)
    13%	-12%	-2%	0%	nt	2%	4%&-13%	0%&-3%
22) Cc1ccc(/C=N/NC(=O)c2ccc(Br)o2)s1
    5%	i	1%	-11%	-4%	-4%	6%	0%
23) CN(C)CCCN1C(=O)c2oc3ccc(Cl)cc3c(=O)c2C1c1cccnc1 (stereo not drawn)
    -3%	2%	1%	4%	-6%	3%	-1%	1%
24) O=C(Nn1c(-c2ccccc2)nc2ccccc2c1=O)c1cccs1
    -11%	6%	1%	6%	-6%	3%	-2%	-1%
25) O=C(N/C=C/n1cnc2cc(C(F)(F)F)ccc21)c1ccccc1F
    nt	i	-8%	5%	0%	-3%	-3%	-2%
26) N#CC1C=Cc2ccccc2N1C(=O)c1ccccc1 (stereo not drawn)
    nt	-5%	nt	-7%	-13%	5%	-4%	0%
27) CN(CC(=O)Nc1ccc(OC(F)(F)F)cc1)C1CCCCC1
    43%[activator]	-15%	-7%	-3%	nt	3%	-1%	-5%
28) Cc1c(CCOC(=O)C23CC4CC(CC(C4)C2)C3)sc[n+]1CC#N
    nt	-6%	-1%	8%	-4%	-3%	0%	4%
29) Cc1sc2nc(CN3CCCC3)nc(NCc3ccncc3)c2c1C
    -5%	-26%	9%	3%	-9%	-14%	5%	1%
30) Cc1ccc(S(=O)(=O)N2CCN(C3CCC(c4ccccc4)CC3)CC2)cc1 (stereo not drawn)
    -1%	-8%	-10%	8%	4%	-1%	3%	-5%
31) CC(=O)c1ccc(NC(=O)Nc2cccc(Cl)c2)cc1
    nt	i	2%	11%	-1%	-13%	4%	1%
32) COc1cc(C(C#N)N2N=C(c3ccccc3)CC2c2ccccc2)ccc1O (stereo not drawn)
    12%	i	1%	3%	-4%	?	11%	-2%
33) O=c1cc(Nc2ccc3c(c2)OCCO3)[nH]c(=O)n1-c1ccc(Br)cc1
    3%	-4%	4%	4%	4%	2%	-13%	-2%
34) CN(C)CCNC(=S)Nc1ccc(F)c(F)c1F
    -1%[11.4 µM]	i	-5%	6%	-3%	3%	-7%	-4%
35) Cc1ccccc1-c1cc(-n2ccnc2)ncn1
    nt	1%	nt	1%	-2%	nt	0%	-3%
36) Cc1onc(-c2c(Cl)cccc2Cl)c1NC(=O)NNc1c(Cl)cncc1Cl
    -1%	0%	9%	5%	-1%	-8%	9%	-2%
37) Cn1c(-c2ccc3ccccc3n2)[n+](C)c2ccccc21
    -13%	25%	nt	-3%	7%	-4%	-8%	-3%
38) Cc1nnc(SCC(=O)N2c3ccccc3CC2C)s1 (stereo not drawn)
    -3%	-10%	0%	-7%	-1%	-5%	3%	1%
39) CCCn1c(C)cc(C(=O)COC(=O)CN=C2NS(=O)(=O)c3ccccc32)c1C
    -13%	-1%	-2%	4%	0%	6%	4%[53 µM]	-2%[53 µM]
40) Cc1cc(-c2nnnn2-c2cc(Cl)cc(Cl)c2)no1
    -1%	-2%	nt	-1%	-6%	6%	-2%	-1%

Random excerpt: six records from the list
Below each compound: L3MBTL1 inh	RECQ1 helicase	GAA inh	GoLoco inh red	GAA spleen mod	GAA glycogen mod	TRb SRC2 PPI	TR SRC2 fluor cs
30) Cc1ccc(S(=O)(=O)N2CCN(C3CCC(c4ccccc4)CC3)CC2)cc1 (stereo not drawn)
    -1%	-8%	-10%	8%	4%	-1%	3%	-5%
22) Cc1ccc(/C=N/NC(=O)c2ccc(Br)o2)s1
    5%	i	1%	-11%	-4%	-4%	6%	0%
21) CCc1ccc(C2CC(=O)Nc3c2c(=O)nc2c(C)cccn32)cc1 (stereo not drawn)
    13%	-12%	-2%	0%	nt	2%	4%&-13%	0%&-3%
37) Cn1c(-c2ccc3ccccc3n2)[n+](C)c2ccccc21
    -13%	25%	nt	-3%	7%	-4%	-8%	-3%
26) N#CC1C=Cc2ccccc2N1C(=O)c1ccccc1 (stereo not drawn)
    nt	-5%	nt	-7%	-13%	5%	-4%	0%
34) CN(C)CCNC(=S)Nc1ccc(F)c(F)c1F
    -1%[11.4 µM]	i	-5%	6%	-3%	3%	-7%	-4%

The list goes on.
Below each compound: L3MBTL1 inh	RECQ1 helicase	GAA inh	GoLoco inh red	GAA spleen mod	GAA glycogen mod	TRb SRC2 PPI	TR SRC2 fluor cs
41) Cc1cc(=O)oc2cc(OCC(=O)Nc3ccc(S(=O)(=O)N(C)C)cc3)ccc12
    11%	-6%	?	1%	-8%	5%	4%	-4%
42) Cc1onc(-c2ccccc2)c1-c1ccnn1S(=O)(=O)c1ccc(Cl)cc1
    28%	i	-13%	25%	3%	-2%	-4%	-3%
43) O=C(/C=C/c1ccco1)NC(=S)Nc1ccccn1
    nt	-8%	-5%	32%[activator]	-3%	8%	-16%	-2%
44) Cc1ccc(NC(=O)NNc2cccc(Cl)n2)cc1
    -4%	-4%	2%	5%	-8%	-17%	-3%	-1%
45) Cc1onc(-c2ccccc2)c1C(=O)NC(=S)NNC(=O)c1cc(-c2ccc(F)cc2)n[nH]1
    nt	-5%	nt	1%	3%	2%	-1%	-2%
46) COc1nccnc1NS(=O)(=O)c1ccc(N/C=C2\CCCCC2=O)cc1
    -8%	-6%	?	-3%	1%	-3%	-1%	-5%
47) CNC(=S)N1CCC(NC(=O)C23CC4CC(CC(C4)C2)C3)CC1
    -1%	i	-3%	-1%	2%	-6%	3%	2%
48) COCCn1c(SCC(=O)Nc2cc(C(C)(C)C)nn2-c2ccccc2)nc2ccccc2c1=O
    3%	-17%	5%	-5%	-4%	-2%	0%[53 µM]	-2%[53 µM]
49) Cc1ccc(/C=N/Nc2nc(N3CCCCC3)nc(N3CCCCC3)n2)o1
    nt	i	-4%	5%	4%	-11%	1%	0%
50) CC1=C(C(=O)OCc2ccccc2)C(c2ccc(N(C)C)cc2)NC(=O)N1 (stereo not drawn)
    -27%	-5%	1%	-3%	0%	-22%	-12%	-2%
51) CC(=O)O[C@H]1C(=O)[C@@]2(C)C([C@H](OC(=O)c3ccccc3)[C@]3(O)C[C@H](OC(=O)[C@H](O)[C@@H](NC(=O)c4ccccc4)c4ccccc4)C(C)=C1C3(C)C)[C@]1(OC(C)=O)CO[C@@H]1C[C@@H]2O (stereo partly drawn)
    nt	i	nt	9%&3%	7%&-15%	nt	-7%&12%	?
52) Cc1ccc(S(=O)(=O)N(C)C)cc1NC(=O)C(C)Sc1ccccc1 (stereo not drawn)
    -5%	21%	-2%	-3%	0%	20%	1%	-2%
53) C[N+]1(CC(=O)OCCCc2ccccc2)CCCC1
    -1%	7%	5%	-119%	-1%	-6%	-1%	0%
54) CN(C)/C=N/c1c(C#N)cnn1-c1ccc(C(F)(F)F)cn1
    nt	i	5%	8%	-3%	4%	-6%	1%

Bioassay records from PubChem BioAssay.
